# Screening results from PubChem.
# Scp-1 inhibitor: Scp-1 (human) phosphatase inhibition; inhibition, % at 20 µM; Recombinant Scp1, phosphopeptide, malachite green phosphate absorbance; actives 0.88% (n = 340,000); Q9GZU7;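 active = inhibition above about 50% at 20 µM, limit read from the data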;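 note: plate controls were DMSO wells with enzyme for no effect and wells lacking enzyme for full effect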
# Target sequence (Q9GZU7 76-261 limits assumed): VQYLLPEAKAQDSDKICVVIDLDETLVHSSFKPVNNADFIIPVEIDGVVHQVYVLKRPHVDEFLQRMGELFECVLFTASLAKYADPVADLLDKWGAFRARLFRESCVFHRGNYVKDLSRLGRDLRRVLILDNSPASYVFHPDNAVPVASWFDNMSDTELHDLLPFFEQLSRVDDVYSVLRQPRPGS
#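 Test system: SCP-1 phosphatase catalytic domain, residues 76-261; measured by: colorimetric phosphate reagent with accelerator and stabiliser, absorbance at 630 nm; timing: enzyme reaction 45 min at room temperature, colour 5 min, stabilisation 30 min; also added: Phosphorylated 17-residue peptide substrate; compound dosing: one concentration, 20 µM, with 1.0% DMSO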
# Tb MetRS inh: blocks T. brucei methionyl-tRNA synthetase activity; purified T. brucei MetRS, ATP depletion, Kinase-Glo luminescence; inhibition, % at 11.9 µM; actives 0.4% (n = 360,000); AID 624268;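 active = inhibition above a per-plate cutoff of the control wells' mean inhibition plus 3 SD, cut at about 5.5% in these data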;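 note: 0% = DMSO wells median and 100% = median of wells with control inhibitor compound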
#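 Material: T. brucei methionyl-tRNA synthetase, purified; reagent: substrates ATP, L-methionine and bulk Escherichia coli tRNA; dosing: 11.9 µM single point; timing: 15 min plus 2 h at 25 °C; detection: luminescence of leftover ATP; evaluation: % inhibition; control set: DMSO-only wells as low control; replicates: singlicate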
# CendR NRP1 mod: NRP-1/CendR interaction modulation | O14786 | FAM-RPARPAR peptide binding to NRP-1, fluorescence polarization | inhibition, % at 25 µM | actives 0.85% (n = 360,000);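 active = inhibition or corrected inhibition above about 18%, plus a signal ratio from 0.5 to 1.5, limit read from the data, passing the limit was not always enough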; note: strong numbers were not always called active
# MsrA act: activates bovine MsrA enzyme; purified bovine MsrA, absorbance read-out; activation, % at 10.6 µM; actives 0.3% (n = 360,000); AID 602163; in the data active = activation above about 7.5%;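 note: 0% = vehicle and 100% = reference activator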
# E coli Lon inh: E. coli protease La inhibition | purified E. coli Lon protease, fluorescence polarization | inhibition, % at 7.94 µM | actives 0.42% (n = 360,000); in the data active = inhibition above about 13%, passing the limit was not always enough;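 note: 0% = enzyme with probe and DMSO and 100% = no enzyme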
# LMPTP inh: LMPTP (human) inhibition. P24666. recombinant LMPTP-A, OMFP fluorogenic substrate, fluorescence intensity. inhibition, % at 20 µM. actives 0.22% (n = 360,000);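 active = compounds that cut the enzyme signal by at least half of the control window in the single-dose screen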;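 note: plate controls were DMSO wells with enzyme plus substrate for no effect and substrate without enzyme for full effect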
# Target sequence (P24666 whole entry, looked up): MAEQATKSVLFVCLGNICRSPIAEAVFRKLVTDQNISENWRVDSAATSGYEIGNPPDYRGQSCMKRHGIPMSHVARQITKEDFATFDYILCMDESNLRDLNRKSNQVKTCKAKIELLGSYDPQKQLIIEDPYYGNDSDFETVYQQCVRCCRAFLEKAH
#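 Material: LMPTP-A; amount: 0.625 nM enzyme; doses: single 20 µM dose; times: reaction 50 min, room temperature, dark; technique: fluorescence intensity of OMFP turnover product; benchmarks: no-enzyme and uninhibited controls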
# STEP block: blocks human striatal-enriched tyrosine phosphatase | recombinant STEP, OMFP fluorogenic substrate, fluorescence | inhibition, % at 20 µM | actives 0.25% (n = 360,000) | AID 588621;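 active = inhibition at 20 µM, scaled per plate between control wells, above about 37%, limit read from the data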;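 note: 0% = DMSO with enzyme and substrate and 100% = substrate only without enzyme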
# Target sequence (P54829 whole entry, looked up): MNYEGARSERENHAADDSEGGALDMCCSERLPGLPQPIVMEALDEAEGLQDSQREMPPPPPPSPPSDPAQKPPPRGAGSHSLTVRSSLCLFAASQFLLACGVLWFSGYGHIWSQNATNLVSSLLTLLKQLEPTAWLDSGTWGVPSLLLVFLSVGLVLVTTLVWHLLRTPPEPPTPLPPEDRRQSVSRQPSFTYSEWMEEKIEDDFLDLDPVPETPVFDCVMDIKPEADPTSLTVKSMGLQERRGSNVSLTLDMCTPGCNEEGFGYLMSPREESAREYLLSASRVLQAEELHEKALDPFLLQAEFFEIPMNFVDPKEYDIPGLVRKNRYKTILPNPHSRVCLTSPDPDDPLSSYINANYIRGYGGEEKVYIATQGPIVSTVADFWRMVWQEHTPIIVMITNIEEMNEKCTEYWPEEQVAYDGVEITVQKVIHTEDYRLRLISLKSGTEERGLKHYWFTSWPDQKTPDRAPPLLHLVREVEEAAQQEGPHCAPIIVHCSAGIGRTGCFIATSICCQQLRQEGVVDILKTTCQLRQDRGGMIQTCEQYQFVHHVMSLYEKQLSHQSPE
#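 System: isolated STEP enzyme; schedule: 20 min enzyme reaction at room temperature, protected from light; medium: Bis-Tris buffer pH 6.0, 2.5 mM DTT, 0.005% Tween 20; signal: fluorescence, 480/540 nm; dosing: single compound dose of 20 µM, 1% DMSO final; also added: OMFP substrate, 25 µM final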
# DNMT1 block: inhibitors of human DNMT1 | P26358 | DNMT1 molecular beacon, Hinp1I cleavage, fluorescence | inhibition (reported as % activation of signal), % at 10 µM | actives 0.83% (n = 360,000); in the data active = inhibition above about 50%
# MsrA inhibitor: inhibits bovine methionine sulfoxide reductase A; purified bovine MsrA, absorbance read-out; inhibition, % at 15.5 µM; actives 0.75% (n = 360,000); in the data active = inhibition above about 4.5%;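 note: 0% = vehicle wells with enzyme and 100% = reference inhibitor wells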
# SUMO1 PPI mod: SUMO1-SIM interaction modulation; P63165; SUMO1 binding to a labelled peptide, TR-FRET, 1 h; inhibition, % at 20 µM; actives 0.33% (n = 360,000); in the data active = inhibition above about 37%
# Target sequence (P63165 whole entry, looked up): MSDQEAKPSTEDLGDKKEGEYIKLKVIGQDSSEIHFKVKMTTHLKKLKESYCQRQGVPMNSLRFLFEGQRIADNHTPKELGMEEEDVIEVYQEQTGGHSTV
# An asterisk follows results filed as active; x = not tested or not shown.
# Results follow in this order: LMPTP inh	STEP block	MsrA inhibitor	E coli Lon inh	Tb MetRS inh	SUMO1 PPI mod	DNMT1 block	MsrA act	Scp-1 inhibitor	CendR NRP1 mod
O=C(Nc1nnc(SCc2cccnc2)s1)C1CC(=O)N(c2ccc(F)cc2)C1 (stereo not drawn)
 : 4.8	3.7	0.6	-4.2	0.1	2.9	-11.1	-2.6	-5.5	-6.7
COc1ccc(C(=O)C2CCCN(C(=O)c3ccc(OC)o3)C2)c(C)c1 (stereo not drawn)
 : -0.2	-1.0	-0.7	-4.0	-0.2	4.5	3.4	-3.5	2.3	0.5
COc1cccc(CC(NC(C)=O)C(=O)NC2CCN(C(=O)c3ccncc3)CC2)c1OC (stereo not drawn)
 : -1.8	-0.8	-1.1	-7.1	-0.1	-0.3	1.2	0.6	9.1	5.7
COc1ccc(CCNC(=O)C2CC3Cn4c(nc5cc(Cl)c(Cl)cc54)C3N2C)cc1 (stereo not drawn)
 : 0.0	-1.7	-0.6	7.1	-0.2	-2.9	1.9	-0.1	-5.9	-5.7
CCCCCCc1cc2cc(S(=O)(=O)c3ccc(F)cc3)c(=O)oc2cc1O
 : -0.8	-0.7	0.8	7.2	0.1	-2.6	1.4	-4.1	-10.7	-9.5
Cc1ccc(N2CCN(/N=C/c3cccnc3)CC2)cc1
 : -0.3	-0.2	1.0	9.5	-0.7	-0.1	3.9	-0.8	-9.0	5.4
C[C@]12C(=O)N(c3cccc(Cl)c3)C(=O)N1[C@@H]1c3ccccc3OC[C@@H]1[C@H]2c1ccccc1
 : 2.1	-0.3	0.3	-5.0	-0.2	2.6	-6.0	-1.1	-11.3	-4.5
CCn1c(COc2ccc(OC)cc2)nc2ccccc21
 : -1.2	-2.3	-0.3	-3.1	0.0	-2.4	-3.4	-1.7	-2.2	9.4
O=C(NC1CCCCC1)C(c1cccc2ccccc12)n1c(=O)c(-c2cc3ccccc3[nH]2)nc2ccccc21 (stereo not drawn)
 : 2.2	x	0.8	x	-0.5	1.4	x	x	x	-4.1
Nc1nc(SCC(=O)NCCC(c2ccccc2)c2ccccc2)n[nH]1
 : x	x	-1.2	-5.4	-1.3	x	x	-1.8	-12.3	x
COc1ccccc1CNC(=O)COc1ccc(Br)c(C)c1
 : 1.0	2.8	-0.4	-8.3	-0.5	-6.6	-1.8	-2.1	-9.9	9.0
CCN1CCN(CCc2nc3cc([N+](=O)[O-])ccc3n2C)CC1
 : 0.4	-0.4	3.3	2.6	0.9	-13.4	-0.9	-2.8	-10.8	-4.0
CC(C)OCCCNC(=O)CCC(=O)NNc1nc2ccccc2c2nc(-c3ccccc3)nn12
 : -0.3	-3.7	0.4	-9.0	-1.1	7.4	-2.0	-8.1	-9.3	-1.5
O=C(NC1CCCCC1)C(c1ccc(F)cc1)N(Cc1ccco1)C(=O)c1ccccn1 (stereo not drawn)
 : 2.4	1.7	1.2	1.3	-1.2	-1.9	5.4	-13.7	5.5	-1.7
COc1cc(C#Cc2ccc3cc(C(C)(C)O)oc(=O)c3c2)cc(OC)c1
 : -1.3	-5.1	0.2	-10.3	-0.7	-12.8	-4.3	-12.3	-14.2	6.6
COC(=O)C1CCc2c(ccc3c2CCCC3)C1=O (stereo not drawn)
 : 0.6	0.6	0.9	-10.6	-0.3	-1.5	3.9	-3.4	-2.2	2.2
CCOC(=O)C1=CCN(S(=O)(=O)c2cccc(Cl)c2)C1c1ccc(F)cc1 (stereo not drawn)
 : 2.5	-0.9	0.0	-5.7	-0.8	10.7	-5.0	0.1	x	18.7
COc1cccc(NC(=O)COC(=O)CC(NC(N)=O)c2ccc(Cl)cc2)c1 (stereo not drawn)
 : -1.0	-2.2	0.8	4.5	-0.4	1.6	-6.6	-5.3	-10.6	-9.8
O=C(Nc1ncccc1Cl)c1ccccc1F
 : -1.0	-0.3	0.9	-15.7	0.0	-0.6	0.1	-0.5	-8.3	0.4
CN=C1S/C(=C\c2ccc(N3CCOCC3)c(F)c2)C(=O)N1C
 : -0.1	2.7	0.1	-2.7	-1.7	-24.3	0.3	-4.2	-4.3	-9.3

# Next part
# Results follow in this order: LMPTP inh	STEP block	MsrA inhibitor	E coli Lon inh	Tb MetRS inh	SUMO1 PPI mod	DNMT1 block	MsrA act	Scp-1 inhibitor	CendR NRP1 mod
COc1cc(C=NNc2ccc(S(=O)(=O)Nc3ccccc3C(=O)O)cc2[N+](=O)[O-])ccc1O
 : 5.3	3.3	4.4	13.8	-0.3	39.3	-11.1	-7.2	-4.8	6.9
Cc1ccc(C(=O)Nc2nnc(S(=O)(=O)N3CCN(c4ccc(F)cc4)CC3)s2)cc1
 : -3.3	1.0	0.7	-2.0	-0.6	9.6	12.5	-2.8	0.6	-5.8
Cc1onc(-c2ccccc2)c1C(=O)Nc1nnc(N(C)Cc2ccccc2)s1
 : 0.6	-2.2	1.0	-8.3	-0.2	2.0	0.7	-1.9	3.0	-16.3
CC(C)Oc1ccc(CCc2n[nH]c(=S)n2-c2ccccc2)cc1
 : 0.1	-0.3	-0.6	4.8	0.1	-4.3	-0.5	0.9	16.4	7.6
Cc1ccccc1C(=O)NCCCNC(=O)c1cnccn1
 : -0.7	1.1	0.0	1.0	-0.3	3.4	0.6	-6.2	-2.8	5.1
O=C(Cc1ccccn1)c1ccncc1
 : 0.2	-4.6	0.8	7.5	-0.6	0.6	0.4	-14.4	-1.0	-7.8
Cc1nc2ccccc2c2oc(C(=O)NCCCN3CCC(C)CC3)cc12
 : 4.5	0.7	0.1	-2.0	-0.8	4.0	-17.7	0.5	-11.9	-3.0
Cc1ccc(Oc2ccc(-c3nc(N)nc(N)n3)cc2)cc1C
 : 2.3	-5.7	0.3	2.5	-1.6	-3.1	-3.0	-5.4	11.8	8.1
N=C1S/C(=C\c2ccc(-c3ccccc3C(=O)O)o2)C(=O)N1c1ccc2c(c1)OCO2
 : 10.6	0.9	2.4	-2.9	-0.1	24.6	44.2	-2.7	52.9*	-50.7
CCOc1cc(S(=O)(=O)n2ccc(C)n2)ccc1Br
 : -4.4	1.2	0.0	4.5	-0.1	-1.6	0.2	-0.9	3.4	5.0
CSCCC(NC(=O)c1ccco1)C(=O)Nc1ccc(C)cn1 (stereo not drawn)
 : -0.2	1.0	-1.7	1.1	-0.2	3.2	1.3	-3.2	3.9	-1.6
Cc1cc(C)nc(SCc2cn3c(C)cccc3n2)n1
 : 6.9	-1.0	1.4	-1.3	-0.8	-10.7	-7.7	-2.0	-10.8	10.5
O=C(NCC1CCCO1)c1cc2nc(-c3ccco3)cc(C(F)(F)Cl)n2n1 (stereo not drawn)
 : -0.3	6.7	1.9	8.0	-0.1	-13.9	11.4	-9.9	19.5	0.4
C[C@H]1CN([C@@H](C)CO)S(=O)(=O)c2ccc(Br)cc2O[C@@H]1CN(C)Cc1ccccc1
 : -2.9	0.1	-0.2	-4.1	-0.5	2.1	8.5	0.3	x	-8.8
Cc1cccc(Cn2nc(C(C)(C)C)cc2C(=O)Nc2ccc(F)cc2)c1
 : 2.4	-0.4	-1.0	7.3	-1.3	-4.9	-2.9	-11.7	-12.5	-6.9
Cc1ccc(-n2c(SCC(=O)NCc3ccc4c(c3)OCO4)nnc2-c2cccnc2)c(C)c1
 : 0.0	-2.7	-0.4	-7.1	-0.1	0.5	-0.9	2.3	9.4	8.7
CCn1c(=O)c([N+](=O)[O-])c(NCC2CCCO2)c2ccccc21 (stereo not drawn)
 : -1.6	1.2	0.5	11.0	-0.4	-9.7	-0.7	-3.1	-10.8	-6.9
CN(CC(=O)Nc1ccccc1C(F)(F)F)C(=O)c1ccccc1Sc1ccccc1C#N
 : 0.1	0.4	1.0	5.5	-0.2	3.0	1.4	-4.7	-7.5	-3.0
O=C1NC(=Nc2ccccc2)SC1Cc1ccccc1 (stereo not drawn)
 : -1.9	1.4	-0.3	9.8	-0.1	-0.9	-1.2	-3.5	0.6	9.0
COc1ccc(-n2c(CN3CCOCC3)nc3ccc([N+](=O)[O-])cc3c2=O)c(OC)c1
 : -0.9	2.7	1.9	1.0	-0.1	-30.1	-7.3	-3.9	-1.6	-4.4

# Additional compounds follow.
# Results follow in this order: LMPTP inh	STEP block	MsrA inhibitor	E coli Lon inh	Tb MetRS inh	SUMO1 PPI mod	DNMT1 block	MsrA act	Scp-1 inhibitor	CendR NRP1 mod
Cc1ccc(-c2nnc(CSc3nc4cc5c(cc4cc3C)OCO5)o2)cc1
 : 4.8	5.4	-1.1	-0.6	0.7	-0.9	-2.5	-2.1	11.8	-4.7
CCN(CC(=O)Nc1ccc(NC(C)=O)cc1)C(=O)C1CC1
 : -1.3	-5.1	0.8	16.1	-0.3	3.7	10.8	-13.3	x	1.1
COc1ccc(S(=O)(=O)Nc2cccc3c2O[C@H](CN(C)Cc2ccc(Cl)c(Cl)c2)[C@@H](C)CN([C@H](C)CO)C3=O)cc1
 : 2.5	-0.7	-1.2	2.6	-0.3	2.0	-6.4	-1.4	-4.9	1.1
C=CCNC(=S)/C(=C(/[O-])c1ccccc1Br)[n+]1ccccc1
 : 1.2	0.5	0.9	-5.6	0.2	-6.7	-2.2	-9.3	-4.1	-12.1
O=S(=O)(c1ccc(S(=O)(=O)N2CCN3CCCC3C2)cc1)N1CCCC1 (stereo not drawn)
 : -0.9	-0.7	-1.1	-7.5	-1.6	0.9	4.7	-13.3	2.5	2.7
S=c1[nH]nc(CNc2ccc(Cl)cc2)n1Cc1ccccc1
 : -1.0	3.5	-0.8	4.0	0.2	1.7	0.4	-2.1	-6.2	19.0
O=C(Cc1ccc(-n2cccc2)cc1)NCc1ccccc1Cl
 : 1.1	0.2	-1.4	1.1	0.1	3.8	-4.0	-2.7	-2.7	22.8
CCCCN1C(=O)CC2CCOC21C (stereo not drawn)
 : -2.3	-3.7	-0.4	-6.9	0.1	1.4	1.3	-1.6	x	-4.8
C#CCOCCOCCOCCNc1nc(N2CCN(C(=O)[C@H](Cc3ccc(O)cc3)n3cc(C(N)CC(C)C)nn3)CC2)nc(N2CCN(C(=O)[C@H](CCC(=O)O)n3cc(C(N)[C@H](C)CC)nn3)CC2)n1 (stereo partly drawn)
 : -2.1	-0.6	x	6.6	-0.4	2.3	6.2	-3.6	-0.3	-5.5
Cc1cccc(C(=O)Nc2oc(-c3ccccc3)cc2C#N)c1
 : 4.5	0.1	-0.1	-17.0	-0.6	0.3	-0.7	-2.2	-7.1	-20.1
COC(=O)C(C)Sc1nnc(-c2ccncc2)o1 (stereo not drawn)
 : -0.5	-2.8	-0.1	6.8	1.0	-1.4	-1.6	0.4	-2.5	3.5

# Looked up by structure from the entries so far:
# Results follow in this order: LMPTP inh	STEP block	MsrA inhibitor	E coli Lon inh	Tb MetRS inh	SUMO1 PPI mod	DNMT1 block	MsrA act	Scp-1 inhibitor	CendR NRP1 mod
S=c1[nH]nc(CNc2ccc(Cl)cc2)n1Cc1ccccc1
 : -1.0	3.5	-0.8	4.0	0.2	1.7	0.4	-2.1	-6.2	19.0
C=CCNC(=S)/C(=C(/[O-])c1ccccc1Br)[n+]1ccccc1
 : 1.2	0.5	0.9	-5.6	0.2	-6.7	-2.2	-9.3	-4.1	-12.1

# Compounds as they come. Share with any hit: about 4.3%.
